Screening data: PubChem BioAssay, several laboratories
PPARg SRC1 recr – PPARgamma agonists recruiting SRC-1 coactivator, primary screen, biochemical; activation, % at 8 µM; AID 631, 2007; PPARgamma-SRC-1 coactivator recruitment biochemical assay; 200,000 tested, 0.41% active; Peroxisome proliferator-activated receptor gamma (Homo sapiens), P37231; in the data active = activation above about 19%;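 also: 0% = DMSO and 100% = reference agonist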
Target sequence (P37231 whole entry, looked up): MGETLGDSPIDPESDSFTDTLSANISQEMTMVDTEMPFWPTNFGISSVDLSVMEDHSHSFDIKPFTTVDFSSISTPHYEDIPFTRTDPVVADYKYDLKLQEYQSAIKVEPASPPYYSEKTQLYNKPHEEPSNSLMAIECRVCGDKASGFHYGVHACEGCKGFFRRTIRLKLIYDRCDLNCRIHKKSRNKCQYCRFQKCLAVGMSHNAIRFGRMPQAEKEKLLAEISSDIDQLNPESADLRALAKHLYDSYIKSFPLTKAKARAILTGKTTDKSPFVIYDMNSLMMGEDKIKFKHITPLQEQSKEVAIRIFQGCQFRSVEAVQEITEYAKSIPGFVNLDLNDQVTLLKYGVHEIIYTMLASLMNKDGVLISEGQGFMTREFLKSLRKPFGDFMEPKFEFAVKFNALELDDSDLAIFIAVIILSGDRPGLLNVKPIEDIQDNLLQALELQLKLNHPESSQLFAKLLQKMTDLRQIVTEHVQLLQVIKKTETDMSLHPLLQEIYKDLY
Redox H2O2 prof – compounds producing H2O2 with reducing agent – biochemical, NIH compound library profiling, artefact control for MLSCN library redox annotation, primary screen; activation, % at 10 µM; 200,000 tested, 0.03% active; DTT-dependent redox cycling H2O2, phenol red/HRP absorbance; 100% = 100 µM peroxide control, 0% = buffer;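 active = activation of at least 50% relative to the plate's high and low controls in the primary single-dose screen; inactive = activation below 50%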;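 also: compound incubated with DTT at 0.8 mM final as the reducing agent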
ROMK primary – ROMK potassium channel modulators, primary screen, cell-based, thallium flux, MLSMR library | 130,000 tested, 2% active | ATP-sensitive inward rectifier potassium channel 1 (Homo sapiens), P48048 | Tet-inducible ROMK, thallium flux fluorescence; actives lie on both sides | B-score at 10 µM;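 active = signal ratio slope over the read window, or its plate-corrected B-score, at least 3 SD from the plate mean, either direction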;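 also: B-score of the F/F0 ratio slope over 7 to 12 s after thallium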
Target sequence (P48048 whole entry, looked up): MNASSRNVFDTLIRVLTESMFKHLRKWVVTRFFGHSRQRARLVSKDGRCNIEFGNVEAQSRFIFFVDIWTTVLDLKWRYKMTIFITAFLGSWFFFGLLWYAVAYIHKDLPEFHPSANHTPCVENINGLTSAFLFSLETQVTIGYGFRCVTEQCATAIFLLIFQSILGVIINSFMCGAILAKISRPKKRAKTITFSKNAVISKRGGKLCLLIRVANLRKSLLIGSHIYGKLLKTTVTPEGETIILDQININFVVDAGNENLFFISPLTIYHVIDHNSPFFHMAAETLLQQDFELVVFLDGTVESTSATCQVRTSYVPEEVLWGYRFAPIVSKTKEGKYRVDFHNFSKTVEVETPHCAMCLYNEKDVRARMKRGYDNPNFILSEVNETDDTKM
PPARg SRC-2 ag – agonists of PPARg-SRC-2 recruitment, primary screen, biochemical, HTS. PPARgamma LBD-SRC-2 recruitment. activation, % at 8 µM. 200,000 tested, 0.34% active; in the data active = activation above about 22%;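 also: 0% = vehicle and 100% = reference agonist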
TR-FRET SRC-2 ct – TR-FRET signal artefacts, primary screen, artefact control for PPARgamma SRC-2 agonist project, biochemical. TR-FRET artefact counter-screen; active compounds read high. TR-FRET ratio at 8 µM. 200,000 tested, 0.4% active; in the data active = TR-FRET ratio above about 2000; also: inactives centre near 1500
TLR4 MyD88 comp – inhibitors of TLR4-MyD88 association in cells, primary screen, cell-based, HeLa CL3-4, BLA complementation, FRET ratio; HeLa CL3-4 TLR4/MyD88 BLA complementation; inhibition, % at 8.4 µM; 200,000 tested, 0.18% active; in the data active = inhibition above about 25%;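 also: 0% = vehicle and 100% = reference inhibitor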
PPARg SRC-3 ag – PPARgamma agonists recruiting SRC-3 coactivator, primary screen, biochemical | Peroxisome proliferator-activated receptor gamma (Homo sapiens), P37231 | biochemical PPARgamma/SRC-3 coactivator recruitment assay | activation, % at 8 µM | 200,000 tested, 0.26% active | AID 731, 2007; in the data active = activation above about 23%;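 also: 0% = DMSO and 100% = reference agonist; some compounds past the cut are filed as inactive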
L major viab – Leishmania major promastigote growth inhibition, primary screen; Leishmania major promastigotes, resazurin fluorescence viability; inhibition, % at 10 µM; 200,000 tested, 9% active; AID 1063, 2008; in the data active = inhibition above about 50%;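 also: promastigotes grown with compound for 44 hours at 28 °C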
bIAP inh – bovine intestinal alkaline phosphatase inhibitors, primary screen, selectivity assay for TNAP inhibitor project, biochemical, bovine IAP, CDP-star luminescence; alkaline phosphatase, intestinal [Bos taurus]; purified bovine IAP, 30 min; inhibition, % at 20 µM; 190,000 tested, under 10 active;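 active = over 50% inhibition of intestinal alkaline phosphatase at 20 µM in the single-dose screen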
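System: Purified bovine intestinal alkaline phosphatase (IAP) enzyme | Input: IAP diluted 1/65,000,000 in the well | Also added: CDP-star chemiluminescent phosphatase substrate, 30 µM final | Dosing: 20 µM single dose | Times: Enzyme reaction for 30 min at room temperature | Detection: Luminescence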
S1P3 antag – S1P3 receptor antagonists, primary screen, cell-based. inhibition, % at 4.98 µM. 170,000 tested, 0.27% active. CHO S1P3 NFAT-BLA reporter, FRET fluorescence, antagonist mode;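 active = inhibition above the plate cutoff, the mean inhibition of test wells on that plate plus 3 SD, cut at about 28% in these data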;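 also: cells challenged with S1P at its EC80 of 0.8 µM; blue over green emission ratio from cleaved BLA substrate after 4 h stimulation; 0% = S1P-stimulated wells and 100% = unstimulated DMSO-only wells; some compounds past the cut are filed as inactive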
bIAP act – bovine intestinal alkaline phosphatase activators, primary screen, biochemical, bovine IAP, CDP-star luminescence; activation factor at 20 µM; purified bovine IAP, 30 min; active compounds read high; fold of DMSO-control signal, blank-subtracted; 200,000 tested, 0.17% active;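 active = activation factor of 2 or more at 20 µM, a signal rise over negative controls twice the positive control's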
* marks the source's active call; other numbers are inactive results; / = no result given.

SMILES | PPARg SRC1 recr | Redox H2O2 prof | ROMK primary | PPARg SRC-2 ag | TR-FRET SRC-2 ct | TLR4 MyD88 comp | PPARg SRC-3 ag | L major viab | bIAP inh | S1P3 antag | bIAP act
CC(C)C(NC(=O)c1ccc(F)cc1)C(=O)OCC(=O)N1CC(=O)Nc2ccccc21 (stereo not drawn) | -5.6 | / | -0.0397 | 2.4 | 1264 | -5.6 | -0.4 | 68.3* | -6.4 | 2.3 | 1.1
CCOC(=O)C1=C(C)NC2=C(C(=O)CC(C)(C)C2)C1c1cccc(C)n1 (stereo not drawn) | 1.3 | -0.7 | / | 9.7 | 1707 | 0.8 | -12.0 | -3.5 | -35.7 | -24.2 | 1.4
COCc1cc(C)nc(N/N=C/c2ccc(Cl)c(Cl)c2)c1C#N | 6.4 | 0.0 | 0.286 | -6.4 | 1591 | -3.6 | 1.7 | 85.3* | / | 4.4 | 0.3
CC1CCN(C(=O)Oc2ccccc2)CC1 | -1.7 | -0.2 | -0.105 | 7.8 | 1654 | -4.6 | -2.4 | -2.8 | -5.0 | 4.0 | 1.1
COc1ccc(NC(=O)C(CCS(C)(=O)=O)NC(C)=O)cc1 (stereo not drawn) | -4.7 | 0.3 | / | -3.3 | 1575 | 6.3 | -2.7 | -2.7 | 7.5 | -13.3 | 0.9
Cc1ccccc1Oc1ccc(-c2nc(N)nc(N)n2)cc1 | 2.6 | -0.2 | / | 6.6 | 1584 | 0.8 | 1.2 | 5.5 | 8.2 | / | 0.9
CC1CCCN(C(=O)c2cc3c(-c4ccc(Cl)cc4)nn(C)c3s2)C1 (stereo not drawn) | 0.9 | 0.2 | / | 5.6 | 1736 | 5.2 | 3.1 | -5.4 | 2.6 | 2.6 | 1
CC(C)CCN1CCN(Cc2cn[nH]c2C2CCCCC2)CC1CCO (stereo not drawn) | 6.3 | -1.1 | 1.9 | 10.1 | 1605 | -0.3 | 1.2 | 24.3 | -13.5 | -11.9 | 1.1
O=C(OCC(=O)N1CCN(C(=O)c2ccco2)CC1)c1sc2ccccc2c1Cl | 6.9 | -1.2 | / | 9.0 | 1565 | -3.4 | 4.4 | -3.8 | 4.7 | / | 1
CCN(CC)CCCNC(=O)c1[nH]c(C)c(C(=O)NC2CCCCC2)c1C | -9.3 | 0.2 | 0.684 | -0.7 | 1385 | 12.5 | 9.1 | 4.1 | 34.7 | / | 0.7
COc1ccccc1CC(=O)Nc1ccc2c(c1)C(=O)NC2=O | -7.3 | 0.1 | -0.548 | -2.8 | 1500 | 6.0 | -1.7 | 100.2* | 1.8 | -9.3 | 1
N#Cc1ccccc1NC(=O)COC(=O)CCc1ccc(S(=O)(=O)N2CCCCC2)cc1 | -1.2 | 0.3 | / | -1.3 | 1371 | -3.0 | 3.5 | -1.8 | 13.3 | 7.4 | 0.9
CC(=O)c1c(C)[nH]c(C(=O)Nc2ccc(C)c(C)c2)c1C | 0.0 | 0.1 | 0.216 | 7.1 | 1411 | 2.7 | 2.5 | 9.0 | 11.6 | / | 0.9
COc1ccc(-n2c(C)cc(/C=C3\C(=O)NN(c4ccccc4)C3=O)c2C)cc1 | 3.3 | 0.0 | 0.222 | 7.0 | 1670 | 2.9 | -1.1 | -1.3 | -1.8 | 10.3 | 1
COCc1cc(C)nc(SCC[N+](C)(C)CC(=O)c2ccccc2)c1C#N | 1.6 | -0.3 | 0.72 | 7.3 | 1666 | 9.5 | 3.8 | -2.4 | 23.5 | -8.0 | 0.8
CCOC(=O)c1c(C2COc3ccccc3O2)csc1NC(=O)c1ccccc1 (stereo not drawn) | 4.5 | 0.3 | -0.541 | 8.6 | 1529 | -0.7 | -4.0 | 7.1 | 15.3 | / | 0.8
N#Cc1ccc(CSc2nnc(-c3ccncc3)o2)cc1 | 2.1 | -1.9 | 1.56 | 8.9 | 1614 | -3.5 | 4.2 | -6.1 | -18.3 | -6.4 | 1.2
COc1ccc(CC(=O)Nc2ccc(C(=O)Nc3ccccc3C(=O)O)cc2)cc1OC | 6.4 | -0.1 | -0.122 | -6.5 | 1765 | -14.2 | -1.8 | -6.0 | 19.5 | -15.1 | 0.8
O=C(COC(=O)/C=C/c1ccccc1Cl)NCc1ccco1 | -7.3 | -0.4 | -0.254 | -4.8 | 1533 | 5.8 | -2.8 | 6.8 | -12.8 | -5.7 | 1.1
Cn1c(=O)[nH]c(=O)c2c1nc(N1CCCCCC1)n2CCSc1nc2ccccc2o1 | 6.5 | -1.2 | / | 5.0 | 1541 | -17.0 | 6.3 | 3.4 | 5.4 | -4.4 | 0.9
COc1cc(NC(=O)c2ccco2)c(C(=O)OCC(=O)Nc2ncc(Cl)cc2Cl)cc1OC | 8.6 | 0.4 | 0.0949 | 8.0 | 1592 | -1.0 | -1.8 | -13.1 | 17.1 | / | 0.8
CCn1cc(Br)c(C(=O)Nc2ccc(Cl)cc2Cl)n1 | 3.0 | 0.3 | 0.00874 | 13.0 | 1565 | 5.3 | 5.0 | -1.3 | 7.2 | / | 0.9
COC(=O)c1ccc(Cn2nc(C)c([N+](=O)[O-])c2C)o1 | -2.8 | 0.0 | / | -2.2 | 1526 | -3.7 | 2.5 | 4.0 | 0.2 | -17.7 | 1
O=C(CSc1nnc(NC(=O)C2CCC2)s1)NC1CC1 | 3.7 | 0.1 | -0.621 | 3.3 | 1563 | 3.1 | -9.3 | -4.7 | 11.6 | 1.7 | 0.9
CN1/C(=N\O)c2cccc3cccc1c23 | -1.2 | -0.6 | -0.322 | 11.4 | 1791 | 4.0 | 5.8 | 9.2 | 3.5 | -13.4 | 1
ClC(Br)=C(n1cnc2ccccc21)n1cnc2ccccc21 | -4.5 | 2.4 | 0.272 | -1.0 | 1510 | -9.0 | -4.9 | 99.7* | 8.1 | / | 0.9
CCNC(=S)Nc1cc(OCC)c(NC(=O)c2cccs2)cc1OCC | 12.5 | -0.7 | / | 8.3 | 1692 | 5.1 | 5.2 | 30.3 | 3.4 | -2.5 | 1
COc1ccc(-c2nnc(Nc3nc4c(OC)cccc4s3)o2)c(OC)c1 | -2.3 | 0.6 | 7.32* | 1.3 | 1454 | -0.1 | -0.4 | 94.3* | 8.5 | 30.4 | 0.9
CCn1c(SCC(=O)NCc2ccccc2)nc2nc3c(cc2c1=O)CCCC3 | 0.3 | -0.6 | 0.964 | -8.0 | 1512 | 25.4* | 4.1 | 21.2 | -6.7 | -21.1 | 1.1
O=C(NCCN1CCOCC1)c1sc2ccccc2c1Cl | 1.0 | -1.1 | 0.107 | 6.2 | 1736 | 3.3 | 1.4 | 5.9 | 7.1 | -9.7 | 0.9
Cc1nc(NC(=O)COc2ccccc2)sc1C(=O)Nc1ccccc1 | 5.3 | -1.1 | / | 0.0 | 1629 | -4.4 | 6.9 | 1.4 | 4.5 | / | 1
COc1ccc(CNC(=O)COC(=O)/C=C/c2ccco2)cc1 | -5.7 | -0.5 | -0.296 | 7.0 | 1376 | -11.1 | -2.4 | 13.3 | -9.1 | -2.1 | 1.1
CC1CN(C(=O)c2cc3ccccc3oc2=O)CC(C)O1 (stereo not drawn) | -8.4 | 0.3 | -0.165 | -0.2 | 1420 | -5.2 | -4.6 | -3.7 | 7.1 | 4.8 | 0.9
OCCN1CCN(C(=S)Nc2ccc(Oc3ccccc3)cc2)CC1 | 4.5 | 11.5 | -0.644 | 2.0 | 1553 | -0.5 | 1.2 | -4.9 | -15.8 | -10.0 | 1.2
COc1ccc(CCNS(=O)(=O)c2ccc(C3CNC(=O)C3)cc2)cc1OC (stereo not drawn) | 2.7 | -0.4 | -0.485 | -2.5 | 1544 | -2.4 | 0.7 | -2.9 | 9.8 | -15.7 | 0.9
COc1ccc(CNC(=O)C2CCCN2S(=O)(=O)c2ccc(C)cc2)cc1 (stereo not drawn) | 6.3 | -0.2 | / | 5.8 | 1551 | 16.2 | 8.2 | 1.7 | -4.4 | -16.5 | 1
C/C(=N\N=C(/N)SC1CC(=O)N(c2ccc(Cl)cc2)C1=O)c1cccs1 (stereo not drawn) | -0.8 | -7.1 | / | 3.7 | 1902 | -9.5 | 10.5 | 21.7 | 2.1 | / | 1
CC(=O)c1c(C)[nH]c(-c2ccccc2)c1C | 2.4 | -0.1 | / | -1.3 | 1500 | -4.4 | -5.2 | 0.7 | 11.0 | 16.9 | 0.9
Cc1ccc(N2CC(C(=O)NCc3cccnc3)CC2=O)cc1 (stereo not drawn) | -2.0 | 1.1 | 0.572 | -3.2 | 1555 | 15.8 | -7.5 | -9.3 | -5.1 | -18.1 | 1.1
O=C(CSc1cccc[n+]1[O-])c1cccs1 | 6.5 | -1.2 | -0.2 | 2.1 | 1446 | 12.7 | 0.7 | -1.4 | -2.3 | -15.8 | 1
CCC(Cc1ccccc1)NC(=O)CN(C)S(=O)(=O)c1ccc2c(c1)c(=O)n(C)c(=O)n2C (stereo not drawn) | 7.7 | -1.2 | / | -5.2 | 1508 | 4.2 | -2.5 | -8.9 | 8.3 | / | 0.9
Cc1nc2c(c(C)nn2-c2ccccc2)c(C)c1Cl | 5.8 | -0.5 | / | 10.9 | 1451 | 2.2 | 15.8 | -7.0 | 17.4 | -24.9 | 0.8
COC(=O)c1ccc(OCC(O)CN(CCO)CCO)cc1 (stereo not drawn) | 12.0 | 0.2 | / | 0.9 | 1605 | 0.4 | 0.9 | 0.1 | 1.5 | -32.6 | 1
Cc1c(C(=O)NCc2ccc3c(c2)OCO3)oc2ccc(S(=O)(=O)N3CCCC3)cc12 | 6.5 | -2.2 | / | 8.9 | 1748 | -0.5 | 4.5 | 19.9 | 0.4 | / | 1
CCCCOc1ccccc1NC(=O)c1ccc(=O)[nH]c1 | -8.5 | 2.3 | / | -2.9 | 1545 | 11.3 | -1.2 | 2.2 | 4.7 | -38.6 | 1
Cc1cc(C)nc(N2CCC(C(=O)Nc3ccc(Oc4ccccc4)cc3)CC2)n1 | 3.1 | 2.9 | 0.994 | -3.9 | 1453 | 1.9 | -12.3 | 1.7 | 4.9 | 3.2 | 1
CC(C)C/C=C1\CCc2c([nH]c3ccccc23)C1=O | 1.6 | -0.4 | 0.905 | 8.8 | 1700 | -1.2 | 3.4 | 12.5 | 19.0 | -15.7 | 0.8
O=[N+]([O-])c1ccc(N2CCCC2)cc1N1CCCC1 | 6.2 | -4.0 | / | 0.3 | 1616 | -0.6 | 2.5 | 18.0 | 41.6 | / | 0.6
FC(F)(F)c1cccc(-c2ccn3ncnc3n2)c1 | 4.4 | -1.0 | -0.156 | 3.6 | 1645 | -3.8 | -1.8 | -1.5 | 2.7 | 2.3 | 1

The order is random. About 11% of those tested had a hit in this group.
